Bioassay records as filed in PubChem.
mIDH1 inhibitor: human IDH1 R132H inhibition; O75874; actives 0.093% (n = 390,000); IDH1-R132H enzyme, NADPH consumption, diaphorase/resazurin fluorescence; Potency, µM (series often up to 76.6 µM), without a hit: top-dose activity change, negative = inhibition, actives largely listed as inhibitors; also: potency is read from the fitted curve at half-maximal effect; % is scaled to controls: 0 for no effect and ±100 for the full control effect; nearly all actives have a fitted effect of over 65% in size
Target sequence (O75874 whole entry R132H, stated change not applied): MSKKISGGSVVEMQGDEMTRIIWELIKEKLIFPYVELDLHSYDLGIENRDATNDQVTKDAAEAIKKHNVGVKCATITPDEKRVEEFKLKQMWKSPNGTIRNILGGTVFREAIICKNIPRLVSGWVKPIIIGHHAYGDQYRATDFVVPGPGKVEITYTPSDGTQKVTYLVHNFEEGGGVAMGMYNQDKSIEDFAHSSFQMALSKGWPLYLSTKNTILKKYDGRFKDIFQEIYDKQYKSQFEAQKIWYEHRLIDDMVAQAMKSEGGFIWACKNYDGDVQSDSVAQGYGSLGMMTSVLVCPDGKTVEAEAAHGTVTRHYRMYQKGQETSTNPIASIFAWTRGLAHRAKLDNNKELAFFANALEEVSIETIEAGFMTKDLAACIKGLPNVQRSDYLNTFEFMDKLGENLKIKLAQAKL
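IDH1-R132H (0.5 ug/mL) preincubated 30 min with compound, then NADPH (0.016 mM) and alpha-KG (2 mM) added; 80 min at RT, pH 7.5. Remaining NADPH coupled via diaphorase/resazurin to fluorescence (540/590 nm); concentration-response curves normalized to no-enzyme control.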
TrxR1 substrate: substrates of rat thioredoxin reductase 1 | O89049 | purified TrxR1 substrate turnover, NADPH consumption readout | Potency, µM (titrated, usually from 114 µM), for the others: at the top dose activity change, negative = substrate turnover | actives 0.01% (n = 390,000) | AID 588456; also: potency is read from the fitted curve at half-maximal effect; % is scaled to controls: 0 for no effect and ±100 for the full control effect; nearly all actives have a fitted effect of over 50% in size
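Rat TrxR1, dispensed at 90 nM, was prereduced with 400 uM NADPH (final) for 5 min at ~22 deg C, then incubated with compound 15 min before 400 uM selenite. A first-read NADPH fluorescence drop versus no-compound background flagged substrates.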
PI4K2A block: PI4K2A (human) kinase inhibition; activity change, negative = inhibition, % at 76.9 µM; purified PI4K2A, ADP-Glo luminescence, 1 h; active compounds read low; actives 0.13% (n = 420,000); in the data active = activity change below about -50%; inconclusive = mostly about -30% to -49%;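 also: -100% = wells without enzyme as full effect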
Target sequence (Q9BTU6 whole entry, looked up): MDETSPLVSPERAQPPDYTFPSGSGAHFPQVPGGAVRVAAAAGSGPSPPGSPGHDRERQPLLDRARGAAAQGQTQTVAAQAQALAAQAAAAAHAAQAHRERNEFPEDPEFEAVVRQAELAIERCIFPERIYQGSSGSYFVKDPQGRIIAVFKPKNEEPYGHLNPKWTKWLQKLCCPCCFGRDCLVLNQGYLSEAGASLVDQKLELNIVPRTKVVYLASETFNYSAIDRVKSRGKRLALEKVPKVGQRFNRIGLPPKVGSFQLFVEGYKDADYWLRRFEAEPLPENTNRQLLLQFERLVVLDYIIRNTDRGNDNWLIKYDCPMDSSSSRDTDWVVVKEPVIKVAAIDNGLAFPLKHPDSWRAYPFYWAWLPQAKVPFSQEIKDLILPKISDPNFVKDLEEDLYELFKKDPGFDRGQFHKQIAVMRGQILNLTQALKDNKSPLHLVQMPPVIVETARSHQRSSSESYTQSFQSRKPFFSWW
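In this quantitative HTS, ADP production by PI4K2A was quantified luminescently after 1 h at ambient temperature; 100 microM adenosine served as plate-quality control.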
D2 ag: activates the human D2 dopamine receptor; HEK293 T-REx D2 cells, calcium flux agonist mode; activation, % at 2 µM; actives 0.53% (n = 340,000);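 active = activation over 3 SD above normal in the single-dose calcium agonist read, cut at about 30% in these data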; also: 0% is about no effect
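Agonism scored from kinetic calcium signal (1 read/sec, 180 s) following compound pin transfer, after a 10 s baseline. Cells: HEK293 Trex line expressing inducible D2 receptor coupled to calcium, dye-loaded after overnight culture at 30 C.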
rTrxR1 inhibitor: rat TrxR1 inhibition. recombinant rTrxR1, NADPH fluorescence consumption, selenite substrate. O89049. actives 1% (n = 390,000). Potency, µM (top dose mostly 114 µM), without a hit: top-dose activity change, negative = inhibition, hits mostly inhibitors; also: potency is read from the fitted curve at half-maximal effect; % is scaled to controls: 0 for no effect and ±100 for the full control effect; nearly all actives have a fitted effect of over 65% in size
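Rat TrxR1 (90 nM in the dispensed reagent) was pre-reduced with 400 uM NADPH for 5 min at room temperature, then incubated with compound for 15 min. After 400 uM selenite was added, NADPH fluorescence (Ex 340/Em 450 nm) was followed for 8 min.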
TRHR enhancer: TRH receptor (human) allosteric enhancement; P34981; TRHR cells, fluo-8 calcium fluorescence, EC20 TRH enhancement; enhancement, % at 2 µM; actives 0.66% (n = 360,000); in the data active = enhancement above about 30%; also: 0% is about no effect
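Enhancer read-out: after compound pinning and an initial kinetic agonist-mode read, an EC20 of TRH (10 nM final) was injected and fluo-8 calcium signal (Ex 480/Em 530) followed at 1 s/cycle for 100 cycles in TRHR-expressing cells.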
TRHR ag: agonists of human TRH receptor; P34981; TRHR cells, calcium flux fluo-8, FDSS agonist mode; activation, % at 2 µM; actives 0.18% (n = 360,000); in the data active = activation above about 30%; also: 0% is about no effect
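Read-out: compound-evoked intracellular calcium rise in TRHR cells, fluo-8 dye, kinetic FDSS fluorescence at 1 s/cycle following a 10-cycle baseline. Cells cultured overnight before dye loading (30 min–1.5 h, RT).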
D2 antag: D2 dopamine receptor (human) antagonism | HEK293 TREx D2 cells, calcium flux, dopamine EC80 | inhibition, % at 10 µM | actives 2% (n = 340,000) | AID 485344; in the data active = inhibition above about 30%; also: 0% is about no effect
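In this primary screen, negative modulation is detected by tracking calcium flux after an EC80 dopamine challenge in inducible HEK293 T-REx D2 cells preexposed to test compound for 180 s.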
USP1-UAF1 inh: blocks the human USP1/UAF1 deubiquitinase complex | O94782 | recombinant USP1/UAF1, Ub-Rhodamine cleavage fluorescence | Potency, µM (series often up to 57.1 µM), inactives show top-dose activity change, negative = inhibition, most hits filed as inhibitors | actives 0.23% (n = 390,000) | AID 743255; also: potency is read from the fitted curve at half-maximal effect; % is scaled to controls: 0 for no effect and ±100 for the full control effect; nearly all actives have a fitted effect of over 60% in size; inactives centre near -12
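High-throughput fluorogenic screen: 1nM USP1/UAF1 complex, Ub-Rho substrate 150nM final, 50mM HEPES pH 7.8 with 0.5mM EDTA, 0.1 mg/ml BSA, 1mM TCEP and 0.01% Tween-20.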
* marks the source's active call; other numbers are inactive results; ? = inconclusive; / = no result given; & = joins results of further samples; [ ] = another dose, or the depositor's remark. Unless noted, calls follow the shape of the dose curve; as a rule, active = well fitted inhibition curve with a large enough effect; inconclusive = small, poorly fitted or top-dose-only effect; inactive = no such curve, though single readings can be large or run the other way.

SMILES	mIDH1 inhibitor	TrxR1 substrate	PI4K2A block	D2 ag	rTrxR1 inhibitor	TRHR enhancer	TRHR ag	D2 antag	USP1-UAF1 inh
O=C1CCC/C(=N\NC(=O)COc2ccc(Cl)cc2)C1	2.4%	-5.0%	0.1	1.8	-18.9%	2.4	0.8	5.8	-15.7%
CCOC(=O)Cn1nnc(-c2ccc(SC)cc2)n1	4.5%	4.5%	-2.7	-0.1	9.7%	1.4	-0.4	25.3	-6.3%
Cc1c(C(N)=O)cc([N+](=O)[O-])cc1[N+](=O)[O-]	0.6%	-9.5%	2.4&0.0	/	4.0%[57.1 µM]	/	/	/	-2.6%
C[C@H](CO)N1C[C@H](C)[C@@H](CN(C)C)Oc2c(NC(=O)C3CC3)cccc2C1=O	-15.1%	6.4%[57.1 µM]	-7.2	/	14.9%[57.1 µM]	/	/	/	-12.4%
COc1ccc(/C=N/Nc2ccc([N+](=O)[O-])cc2)cc1O	-4.3%	-17.8%	5.8	/	-6.4%	-1.7	17.5	/	-23.9%
Cc1noc(C)c1C(=O)Nc1nc(-c2cc(F)ccc2F)cs1	0.0%	0.1%	-0.4	/	22.5%	0.9	0.0	/	-4.0%
Cc1nnc(SCC(=O)Nc2cc(-c3cc(C)c(C)cc3C)nn2-c2ccccc2)s1	-2.1%	0.6%	0.6	-0.5	30.8%	-3.5	-0.1	-12.8	-19.5%
O=C(CCS(=O)(=O)c1ccccc1)N1CCN(c2ccccc2F)CC1	5.8%	1.5%	0.6	3.7	3.0%	3.6	1.5	-11.5	-19.0%
Cc1ccc(S(=O)(=O)c2nc(S(C)(=O)=O)sc2N(C)C)cc1	0.0%	-7.3%	5.8	0.8	?	2.2	0.1	5.4	-24.6%
CCNC(=O)c1ccc(C23CC4CC(CC(C4)C2)C3)o1	-7.7%	-4.0%	2.0	/	6.2%	-4.8	-1.0	/	-9.7%
CC(=O)N1N=C(c2cccc(O)c2)CC1c1cccs1 (stereo not given)	7.4%	4.3%	3.5	0.6	28.3%	-2.3	0.5	-9.6	-14.6%
COc1cc(C=NNc2ccc(S(=O)(=O)Nc3ccccc3C(=O)O)cc2[N+](=O)[O-])ccc1O	-19.6%	-12.6%	-2.0	/	-11.5%	/	/	/	?
OCc1nnn(-c2ccccc2)c1CO	-7.9%	4.2%[57.1 µM]	-2.3	0.4	15.2%[57.1 µM]	7.4	0.7	2.7	-4.3%
C=CC[C@@H](Cc1ccc(F)cc1)C(=O)OC[C@H]1CCCN1C(=O)[C@@H](CC=C)CC(=O)N(CCO)Cc1ccccc1	19.0%	-3.9%	3.8	/	10.8%	/	/	/	-26.6%
O=C(NNC(=O)C(c1ccccc1)c1ccccc1)c1ccccn1	2.9%	2.8%	-13.5	12.9	10.0%[57.1 µM]	-3.1	-0.1	21.5	-4.5%
CC(C)(C)NC(=O)C(c1ccc(F)cc1)N(CC1CCCO1)C(=O)c1csnn1 (stereo not given)	6.6%	3.3%	3.8	0.3	26.0%	-3.7	-0.6	27.9	-12.4%
CCOC(=O)Cn1nc(N2CCN(c3ccc(F)cc3)CC2)ccc1=O	7.7%	-2.1%	1.2	0.0	-3.5%	9.1	-0.5	/	?
CCCC(=O)n1nc(-c2ccco2)nc1SCc1ccccc1	0.0%	3.9%	1.6	-2.5	-11.9%	6.5	-0.2	3.9	-21.4%
COc1ccc(CNC(=S)NC2CCCC2)cc1	7.4%	-5.5%	-4.6	0.0	-4.5%	-2.3	-0.6	16.7	-18.3%
CN(C)c1ccc(N2C(=NC(=O)CCC3CCCC3)SC3CS(=O)(=O)CC32)cc1 (stereo not given)	0.0%	22.6%	1.3	0.2	10.7%	4.8	0.2	4.7	-27.0%
COc1cccc(/C=N/NC(=O)CSc2nnc(C)n2-c2ccccc2)c1OC	7.5%	7.8%[57.1 µM]	0.8	-0.6	12.0%[57.1 µM]	19.2	0.3	-9.9	-3.8%
CCCCn1c(N)c(N(CC)C(=O)C2=COCCO2)c(=O)[nH]c1=O	20.0%	0.4%	3.8	0.6	18.1%	6.9	0.1	-3.8	-5.2%
O=C(NCC(c1ccco1)N1CCc2ccccc2C1)c1ccccc1Cl (stereo not given)	2.4%	1.1%	0.5	-0.8	-3.0%	-9.9	-0.3	13.9	-10.0%
Cn1cc(C(=O)NCc2ccccc2Cl)c(=O)c2cc(S(=O)(=O)N3CCCCCC3)ccc21	-9.7%	4.0%	0.2	0.5	19.6%	-4.4	-0.4	/	-7.1%
CCCC(=O)Nc1cccn(Cc2ccccc2Br)c1=O	4.2%	-2.6%	-0.2	-2.2	4.7%	-4.9	-0.6	-1.4	-16.1%
CNS(=O)(=O)c1cn(CC(=O)N2CCN(c3ccccc3OC)CC2)cc1S(=O)(=O)NC	-9.3%	-12.0%	-0.4	1.1	-2.2%	-3.4	0.6	/	?
O=C(Nc1ccccc1N1CCOCC1)c1cc(F)cc(F)c1	-2.7%	0.4%	2.8	1.4	9.4%	-4.9	-0.3	6.4	-28.4%
COc1ccccc1NC(=O)Nc1nc(CC(=O)NC2CCCC2)cs1	6.0%	-3.8%	-1.9	0.2	-6.5%	6.7	0.2	-5.2	-18.4%
NC(=O)c1cc(S(=O)(=O)NCCc2ccccc2)cs1	-7.6%	2.5%	2.8	-0.1	21.0%	3.3	0.0	-13.7	-10.4%
CCCNC(=O)COc1ncnc2sccc12	11.1%	13.6%[57.1 µM]	0.3	2.1	49.6%[activator][57.1 µM]	13.2	0.2	33.1*	?
C[C@@H]1CC=C[C@H]2[C@H]1C(=O)N(Cc1ccccc1)[C@H]2c1ccc(Br)cc1F	-5.4%	-1.7%	-2.6	1.1	-1.1%	0.2	-0.1	14.0	-22.0%
CCN(CC)CCNC(=O)Cn1nc(Cc2ccncc2)c2ccccc2c1=O	-11.1%	5.2%	4.9	-0.1	31.0%	-2.1	0.8	-26.2	-19.4%
O=C(Cn1nc(-c2ccccc2)ccc1=O)NCc1ccc2c(c1)OCO2	0.1%	10.6%	0.8	1.1	11.4%	14.4	-1.1	5.6	-7.2%
CCC1Oc2ccc(C)cc2N(CC(=O)N(Cc2ccc3c(c2)OCO3)CC2CCCO2)C1=O (stereo not given)	1.3%	4.3%	11.7	-1.5	10.7%	-13.0	-0.3	-16.3	-16.6%
Cn1c(C(=O)N2CCN(c3ccc(Cl)cc3)CC2)cc2c(=O)[nH]c3ccccc3c21	-0.7%	4.2%[57.1 µM]	2.6	-0.8	2.9%[57.1 µM]	5.4	0.1	10.4	-15.3%
Cc1cc(NC(=O)CCC(=O)N(Cc2cccnc2)C(C(=O)NC(C)(C)C)c2ccccc2Cl)no1 (stereo not given)	-5.0%	6.7%[0.0914 µM]	-13.6	/	5.2%[0.0914 µM]	10.7	-0.7	/	0.8%
C[C@@H](NC(=O)c1nc[nH]c1C(=O)NCCCCCNC(=O)OC(C)(C)C)c1ccccc1	-3.7%	0.3%	-3.1	/	21.0%	/	/	/	-25.7%
CCN(CC)CC(=O)N(CC(=O)Nc1c(C)cc(C)cc1C)C1CCCCC1	-3.0%	-5.8%	1.7	1.1	17.4%	2.8	0.2	-5.9	0.6%
